# Bioassay records: PubChem, National Center for Advancing Translational Sciences (NCATS)
# IL-1B inflam inh: inhibitors of inflammasome signaling (IL-1 beta secretion). activity change, % at 57.5 µM. THP-1 LPS/ATP IL-1B secretion, AlphaLISA, 16 h; active compounds read low. hit rate 4.7% among 360,000. AID 743279; in the data active = activity change below about -50%; inconclusive = mostly about -30% to -49%; also: % is scaled to controls: 0 for no effect and ±100 for the full control effect
#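 Secreted IL-1B measured by AlphaLISA bead assay after 16 h compound exposure of THP-1 cells; compounds (final up to 57.5 uM) added 1 h before LPS (250 ng/mL) and ATP (1.25 mM) stimulation; lower signal means less secretion.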
# HT1080-NT tox: kills 2HG-producing HT-1080-NT fibrosarcoma cells | HT-1080-NT fibrosarcoma viability, CellTiter-Glo ATP luminescence, 48 h | Potency, µM (doses to about 46.1 µM), without a hit: at the highest dose activity, negative = less viability, actives largely listed as cytotoxic | hit rate 1.6% among 360,000;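 also: NT is the 2HG producing partner of a matched IDH1 knockdown line; potency is read from the fitted curve at half-maximal effect; 0% = DMSO-treated cells and -100% = media-only wells without cells; nearly all actives have a fitted effect of over 55% in size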
#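 Read-out is CellTiter-Glo luminescence after 10 minutes at room temperature, following 48 hours' compound treatment of HT-1080-NT cells (750 cells/well, RPMI, 5% FBS, 37 degrees C).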
# MCF10A rereplic: DNA re-replication induction in MCF 10a cells; MCF 10A DNA re-replication, Hoechst nuclear intensity, 48 h; Potency, µM (highest dose often 46.1 µM), inactives show at the highest dose activity, positive = re-replication, actives largely listed as activators; hit rate 2.9% among 350,000; also: potency is read from the fitted curve at half-maximal effect; % of control where 0% means no effect; nearly all actives have a fitted effect of over 50% in size
# SW480 rereplic: induces DNA re-replication in SW480 colon adenocarcinoma cells; SW480 DNA re-replication, Hoechst DNA content imaging, 48 h; Potency, µM (series often up to 46.1 µM), for inactives: top-dose re-replication activation, usual class: activators; hit rate 1.8% among 340,000; also: potency is read from the fitted curve at half-maximal effect; % of control where 0% means no effect; nearly all actives have a fitted effect of over 55% in size
#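 Compounds, transferred as 23 nL by pin tool, were incubated with cells for 48 hr; DNA content per nucleus was then quantified by Hoechst staining and fluorescence plate imaging.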
# KB-3-1 cytotox: KB-3-1 parental cell cytotoxicity. KB-3-1 viability, CellTiter-Glo ATP luminescence, 72 h. Potency, µM (highest dose often 46.1 µM), inactives show at the top dose activity change, negative = cytotoxic, actives largely listed as cytotoxic. hit rate 1.4% among 400,000. AID 1347075; also: potency is read from the fitted curve at half-maximal effect; % is scaled to controls: 0 for no effect and ±100 for the full control effect; nearly all actives have a fitted effect of over 60% in size
#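 Multi-concentration cytotoxicity screen in KB-3-1 cells grown in DMEM lacking phenol red with 10% FBS. After 72 h at 37 °C with compound, ATP-dependent luminescence was recorded.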
# HT1080 IDH1KD tx: toxicity to HT-1080 IDH1 knockdown cells (counter line); HT-1080 IDH1 knockdown viability, ATP luminescence, 48 h; Potency, µM (top dose mostly 46.1 µM), inactives show top-dose activity, negative = toxicity, most hits filed as cytotoxic; hit rate 2% among 360,000; AID 686971;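 also: potency is read from the fitted curve at half-maximal effect; 0% = DMSO wells and -100% = cell-free medium wells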
#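 Luminescent ATP read-out (CellTiter-Glo, 10 min at room temperature) after 48 h compound exposure at 37 °C gave viability of IDH1-knockdown HT-1080 cells. Activity was normalised to DMSO and cell-free wells, then fitted as concentration-response curves.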
# ATXN2 expr inh: reduces ATXN2 reporter expression in HEK-293 cells. HEK-293 ATXN2-luciferase reporter, luminescence, 24 h. Potency, µM (series often up to 57 µM), for inactives: at the highest dose activity change, negative = inhibition, hits mostly inhibitors. hit rate 0.72% among 360,000; also: potency is read from the fitted curve at half-maximal effect; % is scaled to controls: 0 for no effect and ±100 for the full control effect; nearly all actives have a fitted effect of over 55% in size
#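 ATXN2-luciferase reporter cells (luciferase flanked by upstream and downstream ATXN2 gene portions) were treated 24 h at 37 °C with compounds at up to 57 uM. SteadyGlo luminescence gave expression; GF-AFC fluorescence gave viability.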
# WRN helicase inh: blocks human WRN helicase; Q14191; WRN helicase unwinding, fluorescent forked duplex, kinetic; Potency, µM (series often up to 114 µM), for the others: at the top dose activity change, negative = inhibition, most hits filed as inhibitors; hit rate 0.46% among 360,000; AID 651768; also: potency is read from the fitted curve at half-maximal effect; % is scaled to controls: 0 for no effect and ±100 for the full control effect; nearly all actives have a fitted effect of over 55% in size
# Target sequence (Q14191 whole entry, looked up): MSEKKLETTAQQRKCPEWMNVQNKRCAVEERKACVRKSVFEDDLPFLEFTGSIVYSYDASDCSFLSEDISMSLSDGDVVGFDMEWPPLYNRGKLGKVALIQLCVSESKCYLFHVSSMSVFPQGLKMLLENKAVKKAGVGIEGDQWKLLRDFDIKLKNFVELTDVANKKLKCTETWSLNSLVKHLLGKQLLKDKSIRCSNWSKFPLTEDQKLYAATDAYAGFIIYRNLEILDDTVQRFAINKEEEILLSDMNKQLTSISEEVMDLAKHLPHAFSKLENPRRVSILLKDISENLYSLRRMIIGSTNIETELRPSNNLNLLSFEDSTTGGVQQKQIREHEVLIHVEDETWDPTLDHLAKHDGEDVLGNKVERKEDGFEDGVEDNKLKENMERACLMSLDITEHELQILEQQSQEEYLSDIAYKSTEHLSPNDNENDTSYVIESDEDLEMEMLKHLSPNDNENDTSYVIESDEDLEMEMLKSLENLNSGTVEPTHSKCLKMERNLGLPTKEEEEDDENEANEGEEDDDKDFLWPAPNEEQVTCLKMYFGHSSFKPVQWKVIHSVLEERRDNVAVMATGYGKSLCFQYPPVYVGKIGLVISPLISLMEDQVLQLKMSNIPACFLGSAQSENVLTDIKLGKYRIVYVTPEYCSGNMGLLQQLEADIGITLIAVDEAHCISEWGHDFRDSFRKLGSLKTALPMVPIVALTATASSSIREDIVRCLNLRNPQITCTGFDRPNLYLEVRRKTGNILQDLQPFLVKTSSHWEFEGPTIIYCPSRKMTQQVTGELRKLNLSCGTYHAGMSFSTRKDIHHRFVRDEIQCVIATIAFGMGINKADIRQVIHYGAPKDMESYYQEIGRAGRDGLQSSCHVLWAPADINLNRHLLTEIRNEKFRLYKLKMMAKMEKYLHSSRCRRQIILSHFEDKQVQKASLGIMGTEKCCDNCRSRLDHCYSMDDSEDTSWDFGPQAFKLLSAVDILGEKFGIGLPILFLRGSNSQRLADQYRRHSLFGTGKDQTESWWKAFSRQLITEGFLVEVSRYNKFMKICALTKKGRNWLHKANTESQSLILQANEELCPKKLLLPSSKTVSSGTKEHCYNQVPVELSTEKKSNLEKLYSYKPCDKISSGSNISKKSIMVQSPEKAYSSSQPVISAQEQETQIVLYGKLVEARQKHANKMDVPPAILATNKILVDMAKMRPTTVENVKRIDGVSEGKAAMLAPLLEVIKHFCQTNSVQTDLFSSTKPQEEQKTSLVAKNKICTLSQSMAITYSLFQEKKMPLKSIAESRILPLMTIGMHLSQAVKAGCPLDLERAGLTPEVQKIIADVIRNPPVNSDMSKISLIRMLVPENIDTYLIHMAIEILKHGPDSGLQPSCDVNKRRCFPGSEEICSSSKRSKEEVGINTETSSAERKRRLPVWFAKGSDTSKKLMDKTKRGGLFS
#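 Kinetic red-fluorescence monitoring (525/598 nm) tracks WRN helicase activity after 100 nM fluorophore-quencher forked duplex and 2 mM ATP are added to 20 nM enzyme pretreated 15 min at room temperature with compound.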
# KB-V1 cytotox: kills drug-selected multidrug resistant KB-V1 cells. KB-V1 MDR cells viability, CellTiter-Glo, 72 h. Potency, µM (series often up to 46.1 µM), inactives show at the highest dose activity change, negative = cytotoxicity, most hits filed as cytotoxic. hit rate 3.4% among 400,000; also: potency is read from the fitted curve at half-maximal effect; % is scaled to controls: 0 for no effect and ±100 for the full control effect; nearly all actives have a fitted effect of over 60% in size
#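 Drug-selected KB-V1 cells, grown in DMEM lacking phenol red with 10% FBS, receive compound titrations; after three days at 37 degrees C, surviving cell ATP is quantified by CellTiter-Glo luminescence and responses normalized and curve-fitted.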
# * = called active by the depositor; i = inactive; ? = inconclusive; · = not tested or not shown; & = joins results of further samples; [ ] = dose if it differs, or a comment. Unless noted, calls follow the shape of the dose curve; as a rule, active = well fitted curve in the direction sought with a large enough effect; inconclusive = small, poorly fitted or top-dose-only effect, or another doubt; inactive = no such curve, though single readings can be large; an effect the other way counts as inactive or inconclusive.
SMILES,IL-1B inflam inh,HT1080-NT tox,MCF10A rereplic,SW480 rereplic,KB-3-1 cytotox,HT1080 IDH1KD tx,ATXN2 expr inh,WRN helicase inh,KB-V1 cytotox
COCCN(CC(=O)Nc1ccccc1C)S(=O)(=O)c1ccc(S(=O)(=O)N2CCCC2)cc1,6,-2%,0%,-1%,4%,2%,1%,8%,-17%
CCOC(=O)CCCCCC(=O)Nc1ccc2c(c1)CC(=O)N([C@@H](C)CO)C[C@H](C)[C@@H](CN(C)C(=O)Nc1ccc3c(c1)OCO3)O2,6,11%,-26%,?,-20%,-10%,19%,-5%,-13%
S=C(NCCCc1ccccc1)Nc1ccccc1,32,-12%,6%,3%,6%,0%,2%,-3%,0%
O=S(=O)(c1ccc(F)cc1)N1CCN(C(=S)NC2CCCC2)CC1,-2,7%,16%,-4%,0%,5%,0%,-12%,-2%
CC1(C)CC(=O)C2=C(C1)OC(=O)C2(NC(=O)c1cccs1)C(F)(F)F (configuration not stated),1,0%,-5%,-5%,19%,6%,-12%,-5%,2%
CCCCC(=O)Nc1cc(C(=O)NCCc2ccccc2)ccc1Cl,30,-8%,?,12%,4%,0%,3%,-22%,?
COc1ccc(NC(=O)Cn2nnc(-c3ccccc3F)n2)cc1,-2,-5%,26%,2%,0%,-13%,35%[activator],-5%,0%
Cc1[nH][nH]c(=O)c1N=Nc1ccc(Br)c(Cl)c1,35,11%,13%,-12%,-14%,7%,20%,-3%,?
COc1cc2cc(C(=O)Nc3ccc4c(c3)OCCO4)[nH]c2cc1OC,-10,10%,0%,0%,-10%,18%,·,0%,23%
COc1ccc(C(CCN)c2ccc3c(c2)OCO3)cc1 (configuration not stated),-29,6%,-1%,-6%,-14%,9%,·,3%,0%
Cc1ccc(S(=O)(=O)N(CC(=O)NCCSc2ccccn2)c2ccccc2F)cc1,15,?,10%,-5%,15%,-26%,-1%,-7%,?
Cc1ccc(C(=O)Cn2nc(C(=O)O)c3ccccc3c2=O)cc1C,0,1%,-1%,-10%,0%,7%,·,-4%,7%
Fc1ccc(-c2cc(C(F)(F)F)n3ncnc3n2)cc1,-15,1%,8%,?,-11%,-6%,·,5%,1%
O=[N+]([O-])c1cc(/C=N/n2cnnc2)ccc1N1CCCC1,10,-3%,0%,-169%[inhibitor],-9%,5%,·,1%,2.6µM*
O=C(NC(Cc1ccccc1)C(=O)O)c1ccc(S(=O)(=O)N2CCCCC2)cc1 (configuration not stated),1,11%,-5%,-6%,0%,18%,8%,-1%,26%
COc1cccc(C(=O)NCCSc2ccc(F)cc2)c1,14,3%,6%,0%,2%,1%,64%[activator],2%,-6%
O=C(Nc1ccc(C(F)(F)F)cc1Cl)c1ccc(Cn2cc(Br)cn2)o1,0,-4%,13µM*,-2%,24%,?,-24%,-23%,-11%
CCn1cc(SCC(=O)NCC2CCCO2)c2ccccc21 (configuration not stated),-6,0%,2%,7%,4%,8%,18%,3%,-28%
C/C(Cn1nnc2ccccc21)=N/OC(=O)c1c(F)cccc1F,11,2%,-1%,0%,11%,6%,25%,-4%,3%
Cc1noc(C)c1NC(=O)Nc1cccc2c1O[C@H](CN(C)C(=O)NC(C)C)[C@@H](C)CN([C@H](C)CO)C2=O,27,2%,14%,-10%,4%,1%,6%,9%,?

# The closing 2 records of the part above come first, to join the parts.
SMILES,IL-1B inflam inh,HT1080-NT tox,MCF10A rereplic,SW480 rereplic,KB-3-1 cytotox,HT1080 IDH1KD tx,ATXN2 expr inh,WRN helicase inh,KB-V1 cytotox
C/C(Cn1nnc2ccccc21)=N/OC(=O)c1c(F)cccc1F,11,2%,-1%,0%,11%,6%,25%,-4%,3%
Cc1noc(C)c1NC(=O)Nc1cccc2c1O[C@H](CN(C)C(=O)NC(C)C)[C@@H](C)CN([C@H](C)CO)C2=O,27,2%,14%,-10%,4%,1%,6%,9%,?
COc1cccc(NC(=O)N2CCCc3ccccc32)c1,0,-8%,-7%,-6%,-2%,-14%,-13%,7%,-8%
O=C(Nc1ccccc1N1CCCCC1)c1ccco1,9,0%,6%,14%,-6%,-9%,-11%,-3%,1%
CC(C)(C)NC(=O)C1CC(=O)N(CCc2ccc(F)cc2)C1 (configuration not stated),0,25%,0%,-3%,14%,15%,-4%,-30%,-8%
C[C@@]12CCC3[C@@](CCC4[C@@]3(C)CCC[C@@]4(C)C(=O)NC3CCCCC3)(CC1=O)C2 (some centres not stated),12,2%,1%,-3%[9.22 µM],-4%,4%,-13%,-2%,-9%
COc1ccc(S(=O)(=O)N2CCCCCC2)cc1C(=O)OCC(=O)NC(C)(C)C,4,0%,17%,-14%,0%,3%,-12%,-2%,-1%
CCc1ccc(/C=C2/SC(=S)N(CCCC(=O)Nc3cccc(C(=O)O)c3)C2=O)cc1,3,-3%,·,·,-1%,1%,·,-8%,0%
COC(=O)C1=C(N)Oc2cc(C)n(CC3CCCO3)c(=O)c2C1c1ccccc1 (configuration not stated),-2,-1%,-4%,-4%,-1%,0%,4%,4%,0%
COc1ccc(S(=O)(=O)N2CCCC2C(=O)NCc2cccs2)cc1 (configuration not stated),19,2%,2%,3%,12%,0%,-8%,-1%,-8%
O=S(=O)(c1ccc(C(F)(F)F)cc1)N1CCCN(c2ccc(C(F)(F)F)cn2)CC1,-6,-20%,?,2%,5%,-15%,6%,-10%,?
CC(C)Oc1ccc(S(=O)(=O)N2CCOCC2)cc1NC(=O)CN1C(=O)c2ccccc2C1=O,-2,8%,-1%,5%,-1%,0%,-3%,-5%,-10%
Cc1ccccc1CNC(=O)c1ccc2nc([C@@H]3O[C@H](CO)[C@H](O)[C@H](O)[C@H]3O)[nH]c2c1,-2,2%,·,·,0%,15%,0%,6%,5%
Cc1cccc(N(CC(=O)N/N=C/c2ccc(C(=O)O)cc2)S(=O)(=O)c2ccccc2)c1C,7,3%,12%,-3%,5%,2%,-12%,-4%,9%
Cc1ccc(NC(=O)CSCC(=O)Nc2ccccc2C(=O)N2CCCCC2)cc1,-15,1%,-13%,?,18%,0%,3%,3%,-4%
COc1cc(OC)c(C#N)c(S(=O)(=O)Cc2ccccc2)c1,-21,25%,2%,-7%,-1%,8%,-4%,-4%,-9%
CC(=O)c1ccc(N(CC(=O)NCCc2ccccc2)C(=O)c2csnn2)cc1,0,23%,-4%,-8%,0%,18%,13%,13%,0%
CCC(CC)c1nnc(NC(=O)c2ccc([N+](=O)[O-])cc2)s1,0,12%,-1%,-5%,6%,24%,18%,-17%,21µM*
Cc1cc(C)c(S(=O)(=O)N2CCOC2CNC(=O)C(=O)NCCc2ccc(S(N)(=O)=O)cc2)c(C)c1 (configuration not stated),-3,-9%,1%,-2%,6%,0%,-6%,-6%,0%
O=C(CSc1n[nH]c(-c2ccncc2)n1)NCCc1ccccc1,0,15%,7%,-6%,4%,16%,-1%,4%,18%
COc1ccc(S(=O)(=O)N2CCC[C@H]2C(=O)N2CCC[C@H]2C(=O)N(C)Cc2ccccc2)cc1C,-17,15%,·,·,20%,6%,7%,7%,1%
CCCCCCCCCCCCN1[C@@H](CC(=O)OC)c2cc(C(F)(F)F)ccc2S1(=O)=O,38,6%,-12%,-7%,7%&7%,7%,6%,-5%,11%&4%
COc1ccc(S(=O)(=O)N2CCCC(C(=O)Nc3cccnc3)C2)cc1Cl (configuration not stated),-15,1%,?,-2%[9.22 µM],16µM*,?,-6%,-11%,?
COCC(C)NC(=O)CSc1nc(-c2ccccc2)c(-c2ccccc2)o1 (configuration not stated),4,0%,3%,-4%,24%,-4%,-27%,-13%,?
COc1ccccc1N(CC(=O)N/N=C/c1c(O)ccc2ccccc12)S(C)(=O)=O,-7,?,?,?,?,?,8.9µM*,-19%,-15%
O=C(c1ccc(N2CCCC2=O)cc1)N1CCOCC1,20,22%,1%,-3%,17%,13%,-11%,2%,21%
CC(=O)NC(Cc1c[nH]c2ccccc12)C(=O)N/N=C/c1ccccc1 (configuration not stated),-5,-2%,0%,?,0%,1%,1%[11.3 µM],-8%,0%
COc1ccc(CNC(=O)C2CCN(S(=O)(=O)c3ccc(-c4nn[nH]n4)cc3)CC2)cc1,-2,0%,-1%,-18%,-1%,7%,-2%,-15%,-1%
CCOC(=O)N1CCN(S(=O)(=O)c2ccc(C(=O)N(CCN(CC)CC)c3nc4ccc(C)cc4s3)cc2)CC1,i,-5%,?,6%,15%,-11%,8%,-29%,-17%
O=C(CCCCCNS(=O)(=O)c1ccc(Br)cc1)NCCN1CCOCC1,32,-3%,16%,-2%,13%,-3%,8%,5%,-13%
CC(C)C[C@H]1COc2cc(N3CCC[C@H]3CO)ccc2S(=O)(=O)N1,6,11%,·,·,-7%,26%,-1%,-1%,?
Cc1ccc(S(=O)(=O)Nc2cc(S(=O)(=O)N3CCOCC3)ccc2NCC2CCCO2)cc1 (configuration not stated),27,7%,-3%,-3%,3%,12%,16%,2%,?
O=C(NCCS(=O)(=O)N1CCC2(CC1)OCCO2)c1ccccc1,1,2%,-2%,-2%,3%,0%,5%,-8%,-11%
CS(=O)(=O)NCC(c1cccnc1)N1CCN(c2ccccc2F)CC1 (configuration not stated),6,6%,-3%,?,1%,0%,·,0%,1%
Cc1c(NC(=O)c2cc3ccccc3o2)cccc1-n1cnnn1,-1,18%,·,·,1%,22%,·,4%,-23%
CCc1ccc(C2CC(c3ccc(F)cc3)Nc3nc(N)nn32)cc1 (configuration not stated),-12,0%,-7%,-2%,-17%,1%,3%,-23%,-14%
